TbREL1 inh – TbREL1 RNA ligase inhibitors, primary screen, biochemical, FRET fluorescence; RNA-editing ligase 1, mitochondrial (Trypanosoma brucei brucei), P86926; TbREL1 RNA ligation; inhibition, % at 9.66 µM; 0.49% of 89,000 active; AID 1117264, 2014;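 active = inhibition above the mean inhibition across all screened compounds plus 3 SD, cut at about 11% in these data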;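 note: 0% = plate median of test wells and 100% = NSC42067 control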
Target sequence (P86926 whole entry, looked up): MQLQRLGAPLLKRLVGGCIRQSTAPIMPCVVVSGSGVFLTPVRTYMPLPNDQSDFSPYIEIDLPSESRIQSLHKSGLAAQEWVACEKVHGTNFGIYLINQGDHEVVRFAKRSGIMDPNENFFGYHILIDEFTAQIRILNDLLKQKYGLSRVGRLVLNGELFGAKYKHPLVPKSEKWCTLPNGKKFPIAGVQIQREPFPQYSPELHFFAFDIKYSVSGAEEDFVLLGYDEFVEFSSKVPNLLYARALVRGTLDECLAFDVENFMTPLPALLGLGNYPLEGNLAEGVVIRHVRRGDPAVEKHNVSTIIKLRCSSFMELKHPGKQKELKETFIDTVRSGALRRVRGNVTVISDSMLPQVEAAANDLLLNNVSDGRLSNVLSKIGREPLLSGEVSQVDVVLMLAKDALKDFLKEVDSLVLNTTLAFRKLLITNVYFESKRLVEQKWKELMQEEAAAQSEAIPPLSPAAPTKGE
Active calls of the source: *.

TbREL1 inh	compound
0	COc1ccccc1N1C(=O)CC1(C#N)c1ccc(OCc2ccccc2)cc1 (configuration not stated)
-1	COC(=O)CN1C(=O)[C@H]2[C@@H](/C=C/c3ccccc3)N3C(=O)CN(Cc4ccc(-c5ccccc5)cc4)C(=O)[C@@]3(C)[C@H]2C1=O
-4	CCOC(=O)C1C(=O)CC(C)(O)C(C(=O)OCC)C1c1cc(Br)ccc1OC (configuration not stated)
0	O=C(Nc1nnc(C2CC2)s1)c1ccc(Cl)nc1
-2	N#CCSC1=Nc2ccccc2C2=NC(CCC(=O)N3CCN(c4ccccc4)CC3)C(=O)N12 (configuration not stated)
-3	O=C(COC(=O)c1cccc(S(=O)(=O)N2CCc3ccccc32)c1)Nc1ncc(C(F)(F)F)cc1Cl
0	O=c1[nH]cc(COCc2ccccc2)c(=O)[nH]1
5	COc1ccc([C@@H]2C=C(C(=O)O)O[C@H](OCCCCO)C2)cc1
4	Cc1cc(S(=O)(=O)Nc2ccc(C(=O)NCCCn3ccnc3)cc2)ccc1F
2	N#Cc1ccsc1NC(=O)CN1CCCCCC1
-2	Cc1nc2ccc(Br)cn2c1NC(C)(C)C
4	O=C(O)c1nccnc1C(=O)Nc1ccc(S(=O)(=O)N2CCOCC2)cc1
4	COc1ccc(C(=O)NCCc2nnc(SCc3nc4ccccc4c(=O)[nH]3)n2C)cc1
-2	Cc1cc(C(=O)CSc2nnc(N)s2)c(C)n1CCc1ccc(Cl)cc1
-1	COc1ccc(NC(=O)CN2CCC(C)CC2)cc1
13*	C[C@@H](NCCCn1cnc2c(OCc3ccccc3)ncnc21)c1cccc2ccccc12
4	O=C(O)CCn1c(=O)sc2ccccc21
-2	C=CCNC(=O)c1ccc2c3n(nc2c1)-c1ccc(C)cc1CO3
-1	COc1ccccc1N1C(=O)CC(N2CCc3ccccc32)C1=O (configuration not stated)
2	CC1(C(=O)NS(=O)(=O)c2ccc3c(c2)CCO3)CCN1C(=O)CCc1ccc(Cl)cc1Cl (configuration not stated)
1	CCOc1ccc(N2CC(C(=O)Nc3nnc(Cc4ccc(OC)c(OC)c4)s3)CC2=O)cc1 (configuration not stated)
-3	Cc1ccccc1S(=O)(=O)N1C[C@H]2CON(C)[C@H]2C[C@H]1c1cccc(N2CCOCC2)c1
-1	Cc1ccc(Cl)c(NC(=O)COC(=O)c2ccccc2C(=O)c2ccc(Cl)c([N+](=O)[O-])c2)c1Cl
3	CC(C)(C)NC(=O)NC(=O)CN1CCN(C(c2ccccc2)c2ccccc2)CC1
-7	COc1cccc(C(=O)NCC(c2cccs2)N2CCc3ccccc32)c1 (configuration not stated)
0	CCCCN(C(=O)c1cccc(S(=O)(=O)N(CC)c2ccccc2)c1)c1c(N)n(CCCC)c(=O)[nH]c1=O
4	COc1ccc([C@H]2C[C@@H](O)[C@H](n3cc(COC(=O)c4ccccc4)nn3)CN2C(=O)C2CCCCC2)cc1
2	CCOc1ccc2nc(SCC(=O)Nc3ncccn3)[nH]c2c1
-2	COCCNC(=O)C1CC(c2ccc(C(F)(F)F)cc2)=NO1 (configuration not stated)
4	CC#CC[N+](C)(C)CCCCCC
8	CNc1nc(NCc2ccc(C)cc2C)c2sccc2n1
0	Cn1c(=O)c(C(=O)NCCO)c(O)c2ccccc21
-1	CC(=Cc1ccccc1)C=C1SC(=S)N(CCCC(=O)Nc2ccc(C(=O)O)cc2)C1=O
-2	Cc1cnc(NC(=O)C2(c3ccccc3)CC2)s1
1	Cc1ccc(F)c(S(=O)(=O)NC(=O)C2(C)CCN2C(=O)CCc2cccs2)c1 (configuration not stated)
2	CCCCCCSC1=C(C#N)C(=O)NC2(CCCCC2)S1
0	N=c1c2c3c(sc2ncn1CCN1CCOCC1)CCCC3
1	COC1CCCN(C(=O)c2cccc(OC3CCN(S(=O)(=O)N(C)C)CC3)c2)C1 (configuration not stated)
1	COc1ccc(-c2nn(-c3ccccc3)cc2/C=C/C(=O)NCCCn2ccnc2)cc1OC
0	COc1cccc(OC)c1C(=O)Nc1ccccc1Sc1ccccc1
0	Cc1noc(C)c1C(=O)OCC(=O)Nc1ncc(C(F)(F)F)cc1Cl
-1	Cc1cc(C)nc(SCC(=O)c2ccc(O)cc2O)n1
-3	CC1Cc2ccccc2N1S(=O)(=O)c1cccc(C(=O)NCc2ccco2)c1 (configuration not stated)
-3	O=C(CN1CCN(c2ccccc2O)CC1)NC(=O)NC1CCCC1
-8	CCOC(=O)c1cc(OC(=O)c2ccccc2OC)n(-c2ccccc2)n1
-2	Cc1c(C(=O)NC(=S)Nc2ccc(NC(=O)c3cccs3)cc2)oc2ccccc12
1	Cc1ccc(-c2cc(-c3ccccc3)c(C#N)c(N)n2)o1
-1	COCC(=O)N1CCc2ccc(NC(=O)c3ccc(C(F)(F)F)cc3)cc2C1
-1	CCCCn1c(SCC(=O)c2ccc(OC)c(OC)c2)nc2cc(S(N)(=O)=O)ccc21
-2	COc1ccc(NS(=O)(=O)c2cccc(NC(=O)NC3CCCCC3)c2)cc1
3	Cc1ccc2c(Cl)c(C(=O)NCc3cccnc3)sc2c1
0	CCC(=O)N(C)C(c1ccccc1Cl)c1nnnn1-c1c(C)cccc1C (configuration not stated)
1	O=C(Cc1ccccc1)c1ccc(O)cc1O
-1	COc1ccc(CN(CCN2CCOCC2)C(=O)c2cc(F)ccc2C)cc1OC
-1	CC(=O)Nc1cc(-c2nn3c(C)nnc3s2)ccc1C
-3	CN(Cc1ccccc1)C(=O)c1cccc(NC(=O)Cc2ccc(NC(=O)C3CCCN(C(=O)C4CCCCC4)C3)cc2)c1 (configuration not stated)
-3	CC1CC(=O)Nc2ccccc2N1C(=O)COc1ccc2cc(Br)ccc2c1 (configuration not stated)
3	O=C(NCc1ccc(F)cc1)C1CCCN(C(=O)Nc2ccccc2)C1 (configuration not stated)
1	O=C(Nc1ccc2c(c1)OCCO2)C(c1cc2ccccc2o1)N1CCN(C/C=C/c2ccccc2)CC1 (configuration not stated)
-8	O=C(CN1CCOc2ccccc21)N1CCN(c2cccc(Cl)c2)CC1

Given with each value named: part of the list above.
CC1CC(=O)Nc2ccccc2N1C(=O)COc1ccc2cc(Br)ccc2c1 (configuration not stated)
  TbREL1 inh: -3

O=C(NCc1ccc(F)cc1)C1CCCN(C(=O)Nc2ccccc2)C1 (configuration not stated)
  TbREL1 inh: 3

O=C(Nc1ccc2c(c1)OCCO2)C(c1cc2ccccc2o1)N1CCN(C/C=C/c2ccccc2)CC1 (configuration not stated)
  TbREL1 inh: 1

O=C(CN1CCOc2ccccc21)N1CCN(c2cccc(Cl)c2)CC1
  TbREL1 inh: -8

The list continues:
TbREL1 inh	compound
2	COc1ccc(C(c2nnnn2C2CCCCC2)N2CCN(C/C=C/c3ccccc3)CC2)cc1 (configuration not stated)
-2	O=C(Nc1cc(Cl)ccc1F)C1=COCCO1
-3	COc1ccc(C(=O)NCc2ccc(C)cc2)cc1S(=O)(=O)N1CCOCC1
0	CCOC(=O)C1=C(C)NC(=O)NC1c1ccc(Cl)cc1Cl (configuration not stated)
-4	NC(=O)c1c(N)[nH]c(C(=O)c2ccccc2)c1-c1cccc2ccccc12
2	CCOC(=O)c1cccc(N2C(=O)Nc3ccccc3N2O)c1
6	COc1ccc(-n2c(Cc3cccn3C)nnc2SCC(=O)Nc2cccc(NC(C)=O)c2)cc1
8	C#CCOCCOCCOCCNc1nc(N2CCOCC2)nc(N2CCN(C(=O)[C@H]([C@@H](C)CC)n3cc(CCCN=C(N)N)nn3)CC2)n1
-3	O=c1ccc2ccc(O[C@@H]3O[C@H](CO)[C@@H](O)[C@H](O)[C@H]3O)c(O)c2o1
7	Cc1cc(Br)ccc1OCC(=O)N(Cc1nc(-c2ccccc2)no1)C(C)C
5	O=C1CCC(=O)N1OCCOc1ccc(Cl)c2ccccc12
3	Cc1ccc(C(=O)N/C(=C/c2ccco2)C(=O)N2CCOCC2)cc1
-3	Cc1cccc(-c2nc(CC(=O)Nc3cccc(S(=O)(=O)NC4=NCCC4)c3)cs2)c1
-4	O=C(NCCCN1CCCC1=O)[C@H](CSCc1ccccc1)N1Cc2ccccc2C1=O
0	Cc1ccc(OCc2nnc(SCC(=O)N3CCc4ccccc43)n2C)cc1
-1	CSCCC(NC(=O)COc1ccccc1)C(=O)Nc1ccc(C)cc1 (configuration not stated)
6	O=C(COC(=O)c1n[nH]c2ccccc12)Nc1ccccc1
5	O=C(O)c1ccccc1CSc1nc2ccccc2s1
-2	CCc1ccc(N2CC(C(=O)Nc3ccc4c(c3)OCCO4)CC2=O)cc1 (configuration not stated)
1	COc1ccc(CCNC(=O)C2CCN(C(=O)c3cccc(Cl)c3)CC2)cc1OC

An excerpt of these results, with each value named.
COc1ccc(-c2nn(-c3ccccc3)cc2/C=C/C(=O)NCCCn2ccnc2)cc1OC
  TbREL1 inh = 1

COc1cccc(OC)c1C(=O)Nc1ccccc1Sc1ccccc1
  TbREL1 inh = 0

Cc1noc(C)c1C(=O)OCC(=O)Nc1ncc(C(F)(F)F)cc1Cl
  TbREL1 inh = 0

Cc1cc(C)nc(SCC(=O)c2ccc(O)cc2O)n1
  TbREL1 inh = -1

Later entries:
TbREL1 inh	compound
-2	CC(C)(C)c1csc(N(CCC#N)CCC#N)n1
-1	NCCCC[C@@H](C(=O)N1CCNCC1)n1cc(CN)nn1
1	CCC(C)NC(=O)CC1Oc2ccc(Cl)cc2NC1=O (configuration not stated)
4	O=C(CN1C(=O)C2(OCCCO2)c2ccccc21)NCc1ccc(F)cc1
-1	COc1ccc(CC(=O)O/N=C(\N)Cc2ccc(OC)cc2)cc1
-1	CCC(=O)Nc1ccc(C(=O)CN2C(=O)NC3(CCOc4ccccc43)C2=O)cc1 (configuration not stated)
-3	O=C(c1ccc(Cl)cc1)N1CCC(C(=O)N2CCCc3ccccc32)CC1
8	CN(CC(=O)Nc1cccc(F)c1)CC(=O)Nc1ccccc1[N+](=O)[O-]
3	COc1ccc(C(c2nnnn2Cc2cccs2)N2CCC(C(N)=O)CC2)c(OC)c1 (configuration not stated)
-2	COc1ccc(OC(=O)c2cnc3n(c2=O)CCS3)cc1
2	Cc1cccc(CN2CCN(C3CN(Cc4cn(Cc5ccccc5F)nn4)S(=O)(=O)C3)CC2)c1 (configuration not stated)
4	O=C(NCc1ccco1)c1ccc(S(=O)(=O)N2CCOCC2)cc1
-1	Cc1nn(CCOc2cccc(Cl)c2)c(C)c1[N+](=O)[O-]
3	COC(=O)c1cnc(Nc2nc(C(N)c3ccccc3Cl)cs2)nc1C(F)(F)F (configuration not stated)
-1	COc1ccc(NC(=O)C2CCCN(C(=O)NC3CCCCC3)C2)cc1OC (configuration not stated)
-3	COCCOc1cc(NCc2ccccc2)c2ncn(C(C)C)c2c1
2	CN1CCCC(OC(=O)c2cc(Cl)ccc2Cl)C1 (configuration not stated)
5	OC1c2cc(Cl)ccc2-c2c(Cl)cc(Cl)cc21 (configuration not stated)
-5	CC1C(=O)N(Cc2cn(CCC3OCCCO3)nn2)CCS(=O)(=O)N1Cc1ccc(-c2cccc(N(C)C)c2)cc1 (configuration not stated)
-2	CS(=O)(=O)Nc1ccccc1C(=O)NCc1ccco1

Screening results from PubChem BioAssay.

The list is partial (hit frequency here may not be typical).
